# Screening data from PubChem.
# Vif inh = HIV Vif self-association inhibitors, primary screen, imaging, HEK293T, single point. inhibition, % at 7.49 µM. 340,000 tested, 0.35% active. HEK293T cells, Vif self-association by quenched fluorescence, 24 h; in the data active = inhibition above about 50%, passing the limit was not always enough; inconclusive = no clear call, values can overlap the other calls; inactive = below about 31%; note: some results filed as inactive read as strong as hits
# ABCB6 inh MLPCN = ABCB6 transporter inhibitors, primary screen, K562-ABCB6 cells, flow cytometry, MLPCN library. fluorescence ratio to DMSO, % at 10 µM. K562-ABCB6 porphyrin accumulation, 1 h; active compounds read low. ATP-binding cassette sub-family B member 6 (Homo sapiens), Q9NP58. 360,000 tested, 0.19% active;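 active = fluorescence ratio to DMSO below 75%, the collection mean minus 3 SD; inconclusive = too few cells collected in the well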;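 note: signal is porphyrin accumulated inside mitochondria; 100% equals median channel fluorescence of DMSO control wells; lower ratio means ABCB6 inhibition with less porphyrin fluorescence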
# ABHD5-PLIN5 inh = ABHD5-PLIN5 interaction inhibitors, primary screen, cell lysate, split luciferase complementation, luminescence. inhibition, % at 4 µM. Split G. princeps luciferase complementation, 4 h. 360,000 tested, 0.78% active. AID 602281, 2012;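 active = inhibition above the mean inhibition across every tested compound plus 3 SD, cut at about 22% in these data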;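 note: 0% = DMSO only wells and the 100% control is not disclosed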
# Target sequence (Q00G26 whole entry, looked up): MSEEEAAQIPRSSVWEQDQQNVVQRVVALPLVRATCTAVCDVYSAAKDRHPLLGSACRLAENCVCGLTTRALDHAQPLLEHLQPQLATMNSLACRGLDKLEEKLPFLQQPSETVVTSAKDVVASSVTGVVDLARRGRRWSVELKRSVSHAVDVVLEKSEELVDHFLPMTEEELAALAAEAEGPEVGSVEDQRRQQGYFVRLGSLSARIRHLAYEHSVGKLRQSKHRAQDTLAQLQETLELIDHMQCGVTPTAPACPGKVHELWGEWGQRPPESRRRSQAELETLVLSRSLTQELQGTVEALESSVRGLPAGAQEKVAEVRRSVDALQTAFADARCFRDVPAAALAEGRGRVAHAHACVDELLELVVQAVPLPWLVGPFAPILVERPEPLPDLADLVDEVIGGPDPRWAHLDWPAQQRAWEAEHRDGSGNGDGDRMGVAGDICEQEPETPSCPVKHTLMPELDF
# Target sequence (Q8WTS1 whole entry, looked up): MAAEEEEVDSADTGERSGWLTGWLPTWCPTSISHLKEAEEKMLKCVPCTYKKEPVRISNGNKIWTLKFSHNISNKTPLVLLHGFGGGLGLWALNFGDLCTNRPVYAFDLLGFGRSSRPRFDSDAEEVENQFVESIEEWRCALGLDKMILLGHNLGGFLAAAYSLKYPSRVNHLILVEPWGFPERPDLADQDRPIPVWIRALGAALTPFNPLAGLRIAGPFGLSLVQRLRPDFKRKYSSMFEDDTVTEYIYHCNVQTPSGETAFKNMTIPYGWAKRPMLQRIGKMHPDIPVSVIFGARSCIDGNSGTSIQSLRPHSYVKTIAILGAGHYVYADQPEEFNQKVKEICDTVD
# MC4R antag cAMP = MC4R antagonists of cAMP signaling, primary screen, cell-based, TR-FRET, antagonist arm of biased-ligand search; Melanocortin receptor 4 (Homo sapiens), P32245; MC4R-expressing cells, MTII-stimulated cAMP, LANCE TR-FRET; AID 540295, 2011; 360,000 tested, 0.48% active; inhibition, % at 6.5 µM;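 active = inhibition above its plate's cutoff, the mean of tested wells on that plate plus 3 SD, cut at about 29% in these data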;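 note: 0% = Melanotan II alone and 100% = Melanotan II plus saturating MCL0020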
#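 Test system: U2OS cells stably expressing human melanocortin 4 receptor (MC4R); also added: Melanotan II challenge; compound: 6.5 µM single dose; timing: 30-min compound preincubation, 1-h Melanotan II challenge, 1-h detection, room temperature; signal: Eu-cAMP/anti-cAMP TR-FRET, emission 671 nm; repeats: one well per compound, no replicates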
# N-glyco inh = increase of ERlucT glycosylation luciferase signal, primary screen, N-linked glycosylation inhibitor project, D54 ERlucT cells, luminescence, set 2 | reporter increase, % at 12.5 µM | 360,000 tested, 0.23% active | D54 ERlucT glycosylation luciferase reporter, 24 h; percent of 100 nM tunicamycin response;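 active = mean luciferase reporter signal, scaled so untreated is 0 and the glycosylation-blocking control 100, at or above a set limit in every replicate; inconclusive = mean reaches the limit but not every replicate does; inactive = mean below the limit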;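 note: luciferase carries N-glycosylation sites so blocking glycosylation raises the light; 0% = median of neutral control wells and 100% = median of 100 nM tunicamycin wells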
# aDG glyco up = activators of alpha-DG glycosylation, primary screen, uHTS, Pro5-aDG cells, AlphaScreen; 360,000 tested, 0.22% active; activation, % at 10 µM; alpha-DG glycosylation AlphaScreen (IIH6); 0% Pro5, 100% B10-LARGE cell signal;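 active = activation of at least 8% versus controls, or a plate z-score of at least 8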;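 note: Pro5 are CHO cells carrying HIG-tagged alpha-DG that lacks glycosylation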
# TLR9-MyD88 block = inhibitors of TLR9-MyD88 association in cells, primary screen, cell-based, CHO, BLA complementation, fluorescence. Toll-like receptor 9 (Homo sapiens) + Myeloid differentiation primary response protein …. CCF4 FRET ratio. inhibition, % at 4.98 µM. 340,000 tested, 0.21% active. AID 504734, 2011;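 active = inhibition above the mean over all tested compounds plus 3 SD, cut at about 21% in these data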;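 note: 0% = DMSO only wells and 100% = clavulanate BLA inhibitor control wells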
# MC4R barr agon = MC4R agonists recruiting beta-arrestin, primary screen, cell-based, luminescence, agonist arm of biased-ligand search; Melanocortin receptor 4 (Homo sapiens), P32245; U2OS MC4R beta-arrestin complementation; percent of melanotan II response, DMSO zero; activation, % at 8.9 µM; 360,000 tested, 0.98% active;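 active = activation above a per-plate cutoff, the mean activation of sample wells on that plate plus 3 SD, cut at about 8% in these data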
# NOD2 RIPK2 PPI = NOD2-RIPK2 binding disruptors in cells, primary screen, fluorescence, CHO cells, BLA complementation; Receptor-interacting serine/threonine-protein kinase 2 (Homo sapiens), O43353; CCF4 ratio; inhibition, % at 4.98 µM; 360,000 tested, 0.38% active; in the data active = inhibition above about 21%;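 note: 0% = vehicle only and 100% = reference blocker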
# Exocytosis inh = LAMP-1 surface exposure blockers, TALL-104 cells – cell-based, flow cytometry, MLPCN library, primary screen. TALL-104 LAMP-1 surface exposure; cells stimulated with thapsigargin and PMA. inhibition, % at 10 µM. 360,000 tested, 0.66% active;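 active = inhibition above about 55%, limit read from the data; inconclusive = no clear call, values can overlap the other calls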
# An asterisk follows results filed as active; ? = inconclusive; · = no result given.
Vif inh	ABCB6 inh MLPCN	ABHD5-PLIN5 inh	MC4R antag cAMP	N-glyco inh	aDG glyco up	TLR9-MyD88 block	MC4R barr agon	NOD2 RIPK2 PPI	Exocytosis inh	structure
6	97	-8	0	0	-0.2	-4	-0.4	0	-22	O=C(Cc1c(F)cccc1Cl)NNC(=O)c1ccco1
-5	93	-5	0	-2	0.0	3	0.0	-19	4	O=C(N/N=C/c1ccc(OCc2ccccc2)cc1)c1ccco1
-16	93	-4	3	2	0.4	8	0.2	-5	3	O=CN(Cc1ccco1)C1(C(=O)NC2CCCCC2)CCCCC1
-2	95	13	12	1	0.5	-7	-3.7	0	11	CC(=O)N1CCc2cc(S(=O)(=O)CCC(=O)NCCc3ccc(C)cc3)ccc21
-3	95	4	-8	11	-0.2	-5	-0.4	-13	-2	CSc1nnc(-c2sc3cc(C(F)(F)F)cnc3c2-c2ccccc2)n1C
9	88	-7	12	1	0.2	-1	3.3	4	-1	COc1ccc(S(=O)(=O)NCCSCc2cccc(C)c2)cc1Br
-3	101	1	-13	-4	0.7	-1	-0.4	-5	-3	C=CCNC(=S)N/N=C/c1ccc(C)s1
4	85	-4	12	-2	-0.1	-3	-2.2	5	-1	COc1ccccc1CNc1ccccc1F
3	105	0	10	4	0.0	11	-0.4	1	3	O=C(NCc1ccccc1)c1nc[nH]c1C(=O)N1CCc2ccccc2C1
0	96	-10	-1	19	0.0	-1	-0.6	6	0	O=C(NCCc1ccccc1)C1c2ccccc2C(=O)N1Cc1cccs1 (configuration not stated)
-18	103	-4	-1	0	0.0	4	0.9	4	-6	CCCC(=O)Nc1nnc(/C=C/c2ccc(OC)cc2)s1
-12	96	1	1	-1	0.3	-5	2.5	-4	2	Cc1sc(NC(=O)COc2ccccc2)c(C#N)c1-c1ccccc1
·	101	1	-8	3	-0.2	-2	-2.3	-6	3	C=CCc1cc(/C=C2/NC(=O)N(CC(=O)OC)C2=O)cc(OC)c1O
1	100	-2	4	2	-0.2	0	1.8	8	0	O=C(COC(=O)C1Cc2ccccc2CN1C(=O)c1ccccc1Cl)Nc1ccc(N2CCOCC2)cc1 (configuration not stated)
-6	95	-4	-3	-1	0.4	1	0.9	2	-3	O=C(Cc1ccccc1)Nc1ccc2c(c1)CCC2
0	93	1	-13	0	0.0	-11	0.9	0	1	CCc1cc(=O)oc2cc(OC(C)=O)cc(OC(C)=O)c12
·	89	11	·	·	0.2	·	·	-14	54	COc1ccc(CCNC(=O)c2ccc(CSc3ccc(Cl)cc3)o2)cc1OC
-12	99	-3	14	1	-0.1	-20	0.9	-3	-2	N#Cc1cccc(NCC(=O)Nc2cccc(S(=O)(=O)N3CCCCC3)c2)c1
15	97	2	-2	0	0.2	-2	-1.3	2	11	Nc1ccc(C(=O)Nc2ccc(Nc3ccncc3)cc2)c([N+](=O)[O-])c1
4	98	-8	2	1	0.0	-3	-1.6	0	-1	Cc1ccc(NC2=NC(c3ccc(O)cc3)n3c(nc(C)cc3=O)N2)cc1 (configuration not stated)
3	99	-4	-3	2	-0.2	-14	-1.6	5	6	COc1ccc(-c2nc(CSCC(=O)N3CCN(C(=O)c4ccco4)CC3)c(C)o2)cc1OC
4	91	2	1	0	0.2	6	-3.0	7	2	Cc1ccc(C(C)n2cc(C(=O)NCc3ccncc3)nn2)cc1 (configuration not stated)
11	98	3	8	1	-0.1	-5	-1.2	5	-1	CCN(CC)C(=O)N1CCN(c2c([N+](=O)[O-])c(=O)oc3ccccc23)CC1
·	98	-7	10	3	-0.2	-10	-2.4	-14	0	CN1CCN(S(=O)(=O)c2ccc3c(c2)CC(=O)N3C)CC1
7	96	-1	-3	0	0.1	-3	0.5	4	12	COc1ccc(CNC(=O)c2cc(=O)c3cc(C)ccc3o2)cc1
1	96	-9	0	2	-0.2	0	-3.9	2	4	O=C(CN1C(=O)C2CC=CCC2C1=O)NCC(=O)Nc1ccc(F)c(F)c1 (configuration not stated)
0	98	2	-5	-6	0.1	0	3.0	-7	2	O=C(Nc1ccc(N2CCN(C(=O)c3cccs3)CC2)cc1)c1cccnc1
1	90	0	3	0	-0.1	6	-2.3	4	0	C/C(Cc1ccccc1)=N\NC(=O)CNC(=O)c1ccc(C(C)(C)C)cc1
21	99	1	6	-4	0.2	1	-1.4	-11	7	CN(C)CCNC(=O)c1sc2cccc(F)c2c1Cl
2	98	20	-1	-1	0.2	1	3.5	-5	8	CCCC(=O)Nc1nnc(SCC(=O)N2CCN(c3ccccc3)CC2)s1
-6	101	0	17	-3	-0.1	1	2.1	5	0	Cc1ccc(Nc2nc(CSc3nnc(-c4cccnc4)n3-c3ccccc3C)cs2)cc1
-2	102	-1	1	0	0.0	6	-0.8	2	0	COc1ccc(-c2nnc(SCC(=O)NNC(=O)c3ccc(C)cc3)o2)cc1
31	98	5	9	3	-0.1	-5	0.1	2	-1	O=C(CCC(=O)c1ccc(Br)cc1)Nc1ccc(F)cc1
2	94	0	11	1	0.3	-10	-2.6	7	2	CCCc1[nH]nc2c1C(c1ccsc1)C(C#N)=C(N)O2 (configuration not stated)
·	102	-14	13	0	0.1	3	2.9	-8	-2	Cc1cccc(NC(=O)CCS(=O)(=O)c2ccc(Br)cc2)c1
1	95	5	7	0	-0.3	-2	3.3	-4	1	O=C(Cn1nc(-c2ccccc2)nc1-c1ccccc1)N1CCOCC1
0	101	-6	8	0	0.1	·	-1.5	-2	11	O=C(NCc1ccc(Cl)nc1)c1ccc2sc([C@@H]3O[C@H](CO)[C@H](O)[C@H](O)[C@H]3O)nc2c1
-7	96	-8	2	-1	-0.1	0	-2.0	-6	-12	CCCn1nnnc1NCc1ccccc1OCC
-9	96	1	0	-2	0.3	-6	-1.0	-1	-1	COc1ccc(C(CNC(=O)c2cccc(S(=O)(=O)Nc3ccc(F)cc3)c2)N2CCOCC2)cc1 (configuration not stated)
?	94	3	13	0	0.1	-8	-0.2	-13	-2	CCOc1ccc(C(=O)Nc2nccs2)cc1[N+](=O)[O-]
0	147	2	-6	0	-0.1	6	0.0	-4	-4	O=c1cnnc(N/N=C/c2cccs2)[nH]1
9	96	-4	3	-3	0.8	13	-0.2	-3	51	Cc1ccc(NC(=S)NC2CCN(Cc3ccccc3)CC2)cc1C
11	92	4	-2	-2	0.1	0	-0.5	-2	-1	Cc1ccc(C(=O)Nc2ccccc2NC(=O)c2ccc(C)o2)o1
-2	99	-1	0	0	0.5	10	-2.0	-9	-1	O=C(OCc1cc(Cl)ccc1OC(F)F)c1cncc(Br)c1
-6	101	-2	1	-2	0.0	12	-1.9	-3	-2	COc1ccc(NC(=O)CCCn2c(=S)[nH]c3ccccc3c2=O)cc1
-18	91	-13	-10	-13	0.0	1	3.7	6	11	CC(=O)Nc1nc(C)c(-c2csc(Nc3cccc(C(C)=O)c3)n2)s1
·	102	-2	-25	7	0.2	-3	-2.3	-15	4	COc1cc2c(cc1OC)C(O)=CC(=O)C2=O
13	96	-11	14	1	-0.1	-2	-1.6	-2	-2	O=C(COC(=O)Cc1n[nH]c(=O)c2ccccc12)Nc1ccc(Cl)cn1
-25	101	15	7	0	2.1	2	-1.7	-1	11	CCc1ncc(CN2CCCC(C(=O)Nc3cccc(-c4cccc(C)c4)c3)C2)cn1 (configuration not stated)
-14	91	4	30*	3	-0.3	-3	3.3	-1	2	C/C(=N\NS(=O)(=O)c1ccc(C)cc1)c1cc2ccccc2oc1=O
-1	100	3	-2	0	-0.1	4	-1.4	-7	0	CCC(C)c1ccc(NC(=O)N2CCOCC2)cc1 (configuration not stated)
?	105	-2	14	0	0.3	-4	-3.8	-1	6	COc1ccc(Br)cc1C(=O)Nc1ccc(C(=O)NCC(C)C)cc1
-5	96	-6	-5	-2	0.0	8	0.1	4	3	CCN(CC)C(=O)C(=O)c1cn(CC(=O)NCC2CCCO2)c2ccccc12 (configuration not stated)
3	100	0	-5	2	0.0	-7	-1.4	0	4	CCC(=O)c1ccc(OC(=O)Cc2ccc(OC)cc2)cc1
-18	100	-2	-5	0	-0.1	-8	-0.9	0	-2	CCN(CC)CCNS(=O)(=O)c1ccc(C(=O)NN)cc1
-8	141	4	6	-3	0.3	-13	-0.9	-2	1	O=C(c1cccs1)N(Cc1ccco1)c1nc(-c2ccc(F)cc2)cs1
-12	92	-3	-2	0	0.0	0	-0.7	-1	-2	Cc1ccc(C(C)NC(=O)c2ccc3c(c2)OCO3)cc1C (configuration not stated)
-7	98	-2	14	-3	0.3	·	5.3	0	1	CC1(Cc2cc(Cl)ccc2C(F)(F)F)C(=O)Nc2c(Cl)cccc21 (configuration not stated)
1	100	2	9	1	1.6	2	-2.0	7	0	COc1ccc(-n2c(=O)c3ccccc3n(CC(=O)NC3CCCC3)c2=O)cc1
-3	103	2	-20	-4	-0.1	-15	-1.9	-6	-6	O=C(Nc1ccc(N2CCOCC2)c(S(=O)(=O)Nc2ccccc2Cl)c1)c1ccc(=O)[nH]n1

# Next section
Vif inh	ABCB6 inh MLPCN	ABHD5-PLIN5 inh	MC4R antag cAMP	N-glyco inh	aDG glyco up	TLR9-MyD88 block	MC4R barr agon	NOD2 RIPK2 PPI	Exocytosis inh	structure
9	121	-2	13	-17	-0.5	-7	-3.5	-11	73*	N=C1S/C(=C\c2ccc(-c3cccc(Cl)c3)o2)C(=O)N1c1nccs1
17	99	-3	16	0	0.0	-4	0.0	-6	17	CCN(CC(=O)NCc1ccc(F)cc1)C(=O)CN1CCN(c2ccccc2OC)CC1
3	105	-9	-2	-3	-0.1	-9	0.2	2	-8	OCc1n[nH]c(CO)n1
-5	101	1	0	1	0.4	2	-1.9	-4	-2	CCOC(=O)CSc1cc(C)nc(NC(C)=O)n1
·	102	4	9	1	-0.1	-5	-0.8	-11	-4	COc1ccc(NC(=O)NNS(=O)(=O)c2cc(C)ccc2C)cc1OC
2	102	-5	7	1	-0.4	-6	1.5	2	21	CN(C)CCN(C(=O)c1ccc2ccccc2c1)c1nc2c(F)cccc2s1

# Some values from the results shown.
# Value for `O=C(Cc1ccccc1)Nc1ccc2c(c1)CCC2` in Vif inh: -6
# Value for `C=CCc1cc(/C=C2/NC(=O)N(CC(=O)OC)C2=O)cc(OC)c1O` in MC4R antag cAMP: -8

# This is a subset; count on the stated rates, not on these rows.
